# Screens deposited in PubChem BioAssay by several laboratories.
# PTK2B oligo ant: blocks oligomerization of human Pyk2 in cells. Q14289. Q293 cells, Pyk2 FERM NanoBiT luminescence; active compounds read low. z-score (the deposit names both 25 µM and 10 µM). 0.83% of 99,000 active. AID 1347419;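 active = Z-score of -3 or lower, scaled per plate to the spread of control and sample wells; inactive = z-score above -3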;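 also: negative z-score means lost luminescence so less FERM oligomerization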
# PTPN22 act: increases human PTPN22 phosphatase activity. Q9Y2R2. recombinant LYP, DiFMUP fluorescence; 0 = plate median, 100 = signal doubled. activation, % at 2 µM. 0.11% of 96,000 active. AID 697;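 active = activation at 2 µM above a set limit, the mean plus 5 SD, cut at about 37% in these data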
# Target sequence (Q9Y2R2 whole entry, looked up): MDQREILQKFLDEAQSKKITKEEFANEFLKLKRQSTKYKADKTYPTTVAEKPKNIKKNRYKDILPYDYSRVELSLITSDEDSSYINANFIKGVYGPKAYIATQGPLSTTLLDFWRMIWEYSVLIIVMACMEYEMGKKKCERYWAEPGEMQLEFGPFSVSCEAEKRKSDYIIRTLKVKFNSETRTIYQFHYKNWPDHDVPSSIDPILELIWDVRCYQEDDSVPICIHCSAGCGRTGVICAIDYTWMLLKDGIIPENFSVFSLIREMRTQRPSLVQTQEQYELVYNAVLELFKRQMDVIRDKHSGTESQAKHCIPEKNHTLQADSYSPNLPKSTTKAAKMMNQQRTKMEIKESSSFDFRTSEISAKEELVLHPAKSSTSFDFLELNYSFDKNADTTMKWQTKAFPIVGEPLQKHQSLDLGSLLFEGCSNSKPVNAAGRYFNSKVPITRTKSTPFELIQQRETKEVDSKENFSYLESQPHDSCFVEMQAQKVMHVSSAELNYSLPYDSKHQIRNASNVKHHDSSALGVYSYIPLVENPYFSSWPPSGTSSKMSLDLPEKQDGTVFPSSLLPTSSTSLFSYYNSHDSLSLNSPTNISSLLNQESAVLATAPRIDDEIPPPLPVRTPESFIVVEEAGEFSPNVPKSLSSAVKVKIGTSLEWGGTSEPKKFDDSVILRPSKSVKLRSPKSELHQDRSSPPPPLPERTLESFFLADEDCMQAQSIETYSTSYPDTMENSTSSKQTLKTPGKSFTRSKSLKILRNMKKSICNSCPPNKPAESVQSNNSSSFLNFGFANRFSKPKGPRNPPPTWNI
# FAK inh: inhibitors of human focal adhesion kinase; biochemical FAK kinase activity assay; inhibition, %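 (tested at 7 µM)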; 0.84% of 97,000 active; in the data active = inhibition above about 19%;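 also: 0% = DMSO and 100% = reference compound high control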
# PTPN22 inh 2: inhibitors of human LYP (PTPN22) phosphatase | recombinant LYP catalytic domain, DiFMUP fluorescence | Q9Y2R2 | 0.21% of 96,000 active | inhibition, % at 2 µM | AID 640;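 active = inhibition at 2 µM at or above a set limit, the screen mean plus 3 SD, cut at about 24% in these data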;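 also: 0% = DMSO with enzyme and 100% = enzyme fully blocked by orthovanadate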
# ERa coact inh: blocks coactivator binding to human estrogen receptor alpha | P03372 | TR-FRET ER-alpha LBD / SRC-1 peptide, estradiol-bound | inhibition, % at 25.6 µM | 1.7% of 86,000 active | AID 629; in the data active = inhibition above about 50%;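 also: 0% = receptor plus peptide control and 100% = peptide only without receptor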
# TNFa cytotox: HUVEC cytotoxicity counter-screen, TNF alpha stimulated; HUVEC TNFalpha-stimulated, Hoechst cell count, imaging; cell count reduction, % at 2 µM; 0.17% of 93,000 active; AID 848;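 active = cell count reduction exceeding the screen mean by over 5 SD, scaled to untreated wells per plate, cut at about 78% in these data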;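 also: cells counted after 24 h of TNF alpha exposure following the 1 h pretreatment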
# F-actin modifier: alters cytoskeleton assembly in HUVEC cells. inhibition, % at 2 µM. HUVEC TNFa F-actin phalloidin imaging, high content. AID 836. 0.18% of 91,000 active;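 active = inhibition above the batch mean plus 3 SD and confirmed as a hit by visual image inspection, cut at about 30% in these data, passing the limit was not always enough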; also: strong numbers were not always called active
# VCAM1 TNFa inh: reduces TNF alpha induced VCAM1 expression in HUVEC; HUVEC TNFa-induced VCAM-1 immunofluorescence, high-content imaging; AID 802; 0.48% of 95,000 active; inhibition, % at 2 µM;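 active = inhibition above the batch mean plus 3 SD, with images confirmed as a hit by eye, cut at about 37% in these data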;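 also: 0% = TNF-stimulated DMSO wells and 100% = unstimulated control wells; not every result past the cut was called active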
# IL1B cytotox: HUVEC cytotoxicity counter-screen, IL-1B stimulated; HUVEC cell count loss, Hoechst imaging; cell count reduction, % at 2 µM; 0.41% of 94,000 active; AID 845;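 active = cell count reduction more than 3 SD above the screen-wide mean, cut at about 70% in these data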;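 also: normalized per plate to untreated control cells as the no-loss baseline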
# * hit, by the source's call; / = not tested or not shown; [ ] = another dose, or the depositor's remark. Hits appear at their usual frequency; any-hit rate near 3.8%.
SMILES,PTK2B oligo ant,PTPN22 act,FAK inh,PTPN22 inh 2,ERa coact inh,TNFa cytotox,F-actin modifier,VCAM1 TNFa inh,IL1B cytotox
C=CCOc1c(CNc2ncn[nH]2)cccc1OC,0.33,10,-7,-10,1,-6,-14,9,0
CCC(C)(C)N1CC(=O)N(Cc2ccccc2)C(c2ccc(OC)cc2)C1=O (configuration not stated),-0.03,10,-5,-13,17,-22,-6,3,-72
CCn1nc(C)c(C(=O)Nc2cc(Oc3ccc(Cl)cc3)cc([N+](=O)[O-])c2)c1C,-0.23,6,-1,-10,/,-10,-3,-36,-10
COc1ccc(C(C(=O)NC2CCCCC2)N(C(=O)c2cccs2)c2ccc3c(c2)OCO3)cc1 (configuration not stated),-2.4,0,0,4,/,-6,-2,-2,20
Cn1c(=O)[nH]c(=O)c2c1nc(SCCN1CCOCC1)n2CCCc1ccccc1,/,-1,-2,-1,2,2,0,-5,-1
Cc1ccc2c(c1)cc(CN(Cc1ccc3c(c1)OCO3)C(=O)c1cnccn1)c1nnnn12,-0.41,4,0,-3,-7[fluorescence artefact?],-21,4,35,-28
CC1=C(C)[N+](=O)C2CCCCC2N1[O-] (configuration not stated),-0.14,6,-2,0,-2,-12,-3,-2,-12
COCCNC(=O)C1CC(=O)N(CCc2ccccc2)C1 (configuration not stated),0.5,8,-5,-10,1,-53,29,-42,-7
CCCC(=O)Nc1cc(-c2nnc(OC)c3ccccc23)ccc1N1CCOCC1,0.31,6,1,-2,-1,8,3,31,-13
O=C(O)c1ccc(CNCc2cccc(Cl)c2Cl)cc1,-0.4,3,-1,-5,/,-14,11,5,14
CCOC(=O)c1ccc(CNC(=O)Cn2nnc(-c3ccc(C)cc3)n2)o1,1.3,-3,-4,1,-14,-35,47,10,-15
CC(C)OCCCN1C(=O)c2[nH]nc(-c3ccccc3O)c2C1c1cccc(Cl)c1 (configuration not stated),-3.2*,8,2,-11,14[fluorescence artefact?],-14,14,-9,-14
CCn1c(-c2ccccc2)ccc(C#N)c1=O,0.37,9,-5,-6,/,-2,-32,8,-8
CCN(CC)Cc1nc2c(c(=O)[nH]1)C1(CCCCC1)Cc1ccccc1-2,-0.15,-8,4,6,-6,/,11,-19,90*
CN(C)S(=O)(=O)c1ccc2c(c1)c(=O)c(C(=O)N1CCN(c3ccccn3)CC1)cn2C,/,4,5,-6,-4,24,-19,-6,12
CCc1nnc(NC(=O)CSc2nnc(-c3cccnc3)n2CC)s1,0.74,6,-3,-7,8,-13,10,0,6
Cc1cccc(C)c1-n1c(SCC(=O)NCc2ccco2)nc2ccccc2c1=O,-1.3,1,2,2,6,2,0,13,-18
Oc1c(C(c2ccccn2)N2CCOCC2)ccc2cccnc12 (configuration not stated),2,-9,-3,8,70*[fluorescence artefact?],-13,18,12,3
CCN(CCO)c1ncnc2c1sc1nc(C(C)C)c3c(c12)CC(C)(C)OC3,-0.76,3,2,-2,/,-22,-19,2,-32
COc1ccccc1N1CCN(CC(=O)c2ccc3ccn(C(C)=O)c3c2)CC1,/,-17,2,14,-4,-50,4,3,2

# Molecules from the list above that have an NH in an aromatic ring (four):
SMILES,PTK2B oligo ant,PTPN22 act,FAK inh,PTPN22 inh 2,ERa coact inh,TNFa cytotox,F-actin modifier,VCAM1 TNFa inh,IL1B cytotox
C=CCOc1c(CNc2ncn[nH]2)cccc1OC,0.33,10,-7,-10,1,-6,-14,9,0
Cn1c(=O)[nH]c(=O)c2c1nc(SCCN1CCOCC1)n2CCCc1ccccc1,/,-1,-2,-1,2,2,0,-5,-1
CC(C)OCCCN1C(=O)c2[nH]nc(-c3ccccc3O)c2C1c1cccc(Cl)c1 (configuration not stated),-3.2*,8,2,-11,14[fluorescence artefact?],-14,14,-9,-14
CCN(CC)Cc1nc2c(c(=O)[nH]1)C1(CCCCC1)Cc1ccccc1-2,-0.15,-8,4,6,-6,/,11,-19,90*

# (next part)
SMILES,PTK2B oligo ant,PTPN22 act,FAK inh,PTPN22 inh 2,ERa coact inh,TNFa cytotox,F-actin modifier,VCAM1 TNFa inh,IL1B cytotox
CCC(C)(C)n1nnnc1C(c1ccccc1)N1CCN(C2CCCC2)CC1 (configuration not stated),-0.13,-2,-1,1,-7,3,17,13,11
CCOc1ccccc1C1CC(=O)Nc2cc3c(cc21)OCO3 (configuration not stated),-1.2,3,-4,-5,/,-9,8,18,22
COc1ccc(-c2nc(CS(=O)(=O)CC(=O)NCCc3cc(OC)ccc3OC)c(C)o2)cc1,0.17,-8,5,6,1,-11,/,-1,-128
COc1cccc(NC(=O)C2C3CC4OC(=O)C2C4C3)c1 (configuration not stated),0.17,-2,-1,1,-4,-13,-2,12,-9
COc1cc(-c2nc3ccccc3s2)ccc1O,0.24,-10,0,7,1,-18,5,8,-32
COc1cc(OC)cc(C(=O)Nc2ccc3c(c2)COC3=O)c1,-0.91,-8,0,9,-29,-8,-3,-12,12
Cc1cc2ncn(-c3nnnn3-c3ccccc3)c2cc1C,0.41,7,-2,-8,-1,-2,-24,1,-4
CCc1nnc(SCc2ccc(OC(C)C)cc2)n1N,0.11,4,8,-6,-5,-20,16,5,-11
Cc1ccc(NC(=O)c2ccc(S(=O)(=O)N3CCC(C)CC3)cc2)cc1,-0.15,0,1,-2,/,-24,-3,-2,-13
O=C(CSc1ccccc1)N1CCc2ccccc21,-0.59,9,3,-10,-8,-16,5,-5,4
COc1ccc(C2=NOC(C(=O)NCc3ccc(F)cc3)C2)cc1 (configuration not stated),0.35,-4,0,4,3[fluorescence artefact?],15,-30,2,5
CCOC(=O)N1CCN(C(=O)c2ccc3c(SCC(=O)O)c4c(nc3c2)CCCC4)CC1,/,-4,2,3,-2,-20,7,7,-36
COc1cc(/C=N/NC(=O)c2c(-c3ccccc3)noc2C)ccc1O,-0.17,11,0,-14,/,-16,17,6,5
C=CCNc1ncnc2c1[nH]c1ccc(Cl)cc12,-2.1,-7,8,10,5,13,-13,6,-98
CCCn1c(C)cc(C(=O)CN2C(=O)c3cccc(N)c3C2=O)c1C,0.56,6,-3,-4,/,-15,12,-14,2
Cc1ccc(-n2c(SCC(=O)OC(C)C)nnc2-c2cnccn2)cc1,-0.34,5,-5,-8,3,-26,18,-19,-20
CSCCC(NC(=O)C1CCC(C)CC1)C(=O)N1CCN(c2ccccn2)CC1 (configuration not stated),-0.21,-3,5,3,-10,-17,6,3,-2
CCn1nc(C(=O)OCc2c(C)noc2C)c2ccccc2c1=O,0.7,1,-2,-1,-3[fluorescence artefact?],-10,-32,-4,9
O=C(Nc1ccc2c(c1)ncn2-c1ccccc1)c1ccco1,-0.03,-4,4,3,-32,/,/,/,8
CC(C)(C(=O)c1ccccc1)/[N+]([O-])=C/c1ccc(F)cc1,-0.05,8,0,-6,/,-1,-34,-9,-3
Cc1cccc(S(=O)(=O)c2c(N)n(Cc3ccco3)c3nc4ccccc4nc23)c1,-2.2,-3,0,3,47,-26,6,-16,9
COc1cc2ncnc(NCc3ccccc3C)c2cc1OC,-0.12,-4,18,8,/,6,-16,-3,-22
O=C(CN1CCN(Cc2ccc3c(c2)OCO3)CC1)N1CCc2[nH]c3ccccc3c2C1,/,0,-4,0,-15,-22,5,0,2
Cn1c(CSc2ncn[nH]2)nc2ccccc21,-0.06,0,1,-2,0,-44,15,-8,-20
Cc1ccc2nc3ccc(N4CCCCCCC4)nn3c(=O)c2c1,1.7,1,3,-1,/,-6,40,-6,-30
Nc1nnc(SCC(=O)Nc2cc(C(F)(F)F)ccc2N2CCOCC2)s1,-0.69,8,1,-9,18,-26,18,-8,1
CCOC(=O)c1cc2c(ccn2C)n1Cc1cc(C)ccc1C,0.44,2,-5,0,-3,-6,-18,8,-8
COc1ccc(S(=O)(=O)N(C)CC(=O)NC2CCCC2)cc1Cl,0.29,-2,1,2,8,-30,-6,0,0
COc1ccc(C2C3=C(CC(C)(C)CC3=O)Oc3ncn(CC(C)C)c(=N)c32)cc1 (configuration not stated),-2.8,-4,-3,2,-2,-24,9,-17,2
CCOc1ccc(NC(=S)NC(=O)/C=C/c2ccc(C)cc2)c([N+](=O)[O-])c1,0.91,-16,6,18,/,13,12,6,52
CC(NC(=O)Nn1cnnc1)(C(F)(F)F)C(F)(F)F,0,-1,-3,5,-1,-2,-4,11,-2
COc1ccc(NC(=O)N(CCN2CCCC2)Cc2cc3cc(OC)c(OC)cc3[nH]c2=O)cc1,-0.46,-10,1,10,/,-38,-13,14,15
O=C(CN(Cc1cccs1)C(=O)CSc1nnc(COc2ccccc2)o1)NC1CCCC1,0.14,-4,0,3,0,5,4,-12,-26
CN(C)CCNC(CC(=O)Nc1ccc(Cl)c(Cl)c1)C(=O)O (configuration not stated),/,3,2,-3,-6,4,-9,3,-9
NNC(=O)c1cccc(COc2cccc(Br)c2)c1,-0.47,2,2,1,/,-8,-10,4,10
Cc1ccc(NC(=O)/C(=C\c2ccc3c(c2)OCO3)NC(=O)c2ccco2)cc1,-0.63,-6,-1,9,/,11,-15,12,16
CCN(CC)C(=O)N1CCC(NC(=O)c2ccc(C(C)(C)C)cc2)CC1,0.89,0,2,0,-6,-21,11,-2,16
CCOC(=O)CSc1ccc(-c2nc3ccccc3[nH]2)cn1,0.28,1,0,2,-1,10,-1,2,34
O=c1c2cnn(-c3ccccc3)c2ncn1Cc1ccccn1,0.16,-6,-7,5,1,-19,-10,-5,-3
Cc1ccc(NC(=O)c2sccc2-n2cccc2)c(C)c1,-0.02,16,0,-15,2,-23,24,0,-13
CCN(CC)S(=O)(=O)c1ccc(-c2nnc(SC)o2)cc1,1.8,6,-3,-5,3,-9,/,1,-5
CCSc1nnc(NC(=O)c2csc(C)c2)s1,-0.45,-10,0,11,-2[fluorescence artefact?],-35,-11,12,8
O=C(c1cccc(F)c1)N1CCN=C1SCc1cccnc1,/,-7,-5,4,-6,-4,5,1,0
COc1ccccc1C(=O)N(Cc1nc(-c2ccc(Cl)cc2)no1)C(C)C,/,0,-6,-1,2,-4,-21,6,-33
CC(CN1CCOCC1)(NS(=O)(=O)c1ccccc1)c1ccccc1 (configuration not stated),0.55,8,-5,-5,-2,-12,-8,7,-11
COc1ccccc1CNC(=O)CSc1nc(N)c(C#N)c(-c2cccs2)c1C#N,-2.6,-6,-1,3,4,-13,-2,11,0
COc1nc(NCCC2=CCCCC2)nc(OC)n1,-0.19,0,0,-2,4[fluorescence artefact?],-1,-8,14,-2
COC(=O)c1sc(NC(=O)c2cc3c(s2)CCCC3)nc1C,0.17,-7,-7,5,0[fluorescence artefact?],-19,0,-21,-16
O=c1[nH]c2ccc(Br)cc2c(-c2ccccc2)c1N1CCOCC1,/,-2,-8,0,30[fluorescence artefact?],16,-8,17,3
CCN(CC)C(=O)Cn1nnc(-c2ccc(C)o2)n1,0.1,2,-2,-3,6,-4,-36,15,5

# Next structures follow:
SMILES,PTK2B oligo ant,PTPN22 act,FAK inh,PTPN22 inh 2,ERa coact inh,TNFa cytotox,F-actin modifier,VCAM1 TNFa inh,IL1B cytotox
CSC(=CC(=O)c1ccccc1)SC,-0.63,12,-2,-8,/,8,-24,15,-41
COc1ccc(Cl)cc1N1C(=O)/C(=C\c2sccc2C)N=C1SCC(=O)NC1CC1,-2.6,-4,3,1,/,0,13,9,17
CSc1nc(C)c2c(n1)N(c1ccc(F)cc1)CC2,0.06,-2,0,4,/,-2,-11,-6,10
O=S(=O)(Nc1ccc2c(c1)OCCO2)c1cccc2cccnc12,-0.82,-5,1,2,9[fluorescence artefact?],-15,-3,1,-14
CC(C)(C)c1ccc(C(=O)N2CCC(C(=O)NCc3ccco3)CC2)cc1,-1,9,-2,-13,0,-9,5,15,-26
Cn1nc(-c2ccc(OCC(=O)Nc3cccnc3)cc2)c2ccccc2c1=O,0.31,7,4,-4,/,2,11,22,5
Cc1[nH]nc2c1C(C1CC=CCC1)C(C#N)=C(N)O2 (configuration not stated),-0.77,-4,6,7,0,-29,23,-1,23
Cc1nn(Cc2ccc([N+](=O)[O-])cc2)c(=O)n1N(C)c1ncc(C(F)(F)F)cc1Cl,0.05,-11,0,12,10[fluorescence artefact?],-5,-6,13,-2
